Pf Dd2 inh: inhibitors of Plasmodium falciparum Dd2 growth | P. falciparum Dd2 growth, SYBR Green, 72 h | Potency, µM (top dose mostly 28.9 µM), inactives show at the highest dose activity, negative = inhibition, actives largely listed as inhibitors | 120,000 compounds, 4.3% hits | AID 1347417; active = well fitted inhibition curve with a large enough effect; inconclusive = small, poorly fitted or top-dose-only effect; inactive = no such curve, though single readings can be large or run the other way;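 note: plate controls were DMSO vehicle for no effect and reference drug for full effect; nearly all actives have a fitted effect of over 65% in size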
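Infected erythrocytes (Dd2, 0.3% parasitemia, 2.5% hematocrit final) are added to compound in RPMI-1640/Albumax II medium, grown 72 h at 37C in low oxygen, then lysed with saponin/Triton-X containing SYBR Green and read by fluorescence.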
* = called active by the depositor; i = inactive; ? = inconclusive; [ ] = remark or other dose. Potency is the fitted concentration of half-maximal effect.

no.	structure	Pf Dd2 inh
1	Cc1ccccc1[C@@H]1CN(C(=O)CN(C)C2CCN(C)CC2)C[C@H]1C(=O)O	-1.6%
2	CSc1ccc(CCNS(=O)(=O)c2cc(-c3cc(C)no3)ccc2C)cc1	22.8%
3	O=C(NCc1cc(F)cc(F)c1)C1CCN(C(=O)N2CC3CC(C2)[C@H]2CCCC(=O)N2C3)CC1 (some centres not stated)	1.7%
4	CCOc1ccc(C2Cn3nnc(-c4nc(-c5ccccc5OC)no4)c3CO2)cc1 (configuration not stated)	-21.8%
5	COc1ccc(N2CCN(c3oc(/C=C/c4ccc(F)cc4)nc3C#N)CC2)cc1	27.4%
6	COc1ccc(CN2CCC(N3CCCCCC3=O)CC2)cc1	13.4%[44.1 µM]
7	CC(Nc1ccc(-c2nc(-c3cccnc3)no2)cc1[N+](=O)[O-])c1ccccc1 (configuration not stated)	50.9%[activator]
8	CCN(c1cccc(C)c1)S(=O)(=O)c1ccc(-n2cccn2)cc1	5.8%
9	O=C(NCc1ccco1)c1ccc(-c2ccc(N3CCCCCC3)nc2)cc1	i
10	O=C(c1ccoc1)N1CCC(c2n[nH]c(=O)n2Cc2ccc(F)cc2)CC1	19.1%
11	Cc1ccc(NC(=O)N[C@H]2C[C@@H](c3nc(-c4ccc5c(c4)OCO5)no3)N(C)C2)cc1	-10.8%[44.1 µM]
12	Cc1cc2ncc(C(=O)NCc3cccc4ccccc34)cn2n1	?
13	CCCC(=O)N1CC2(CCCN2C2COC2)Cc2ccccc21 (configuration not stated)	?
14	Cn1cc2c3c(cccc31)CN(C(=O)c1ccccc1Br)CC2	i
15	CCCCCOC(=O)CSc1nc2sc3c(c2c(=O)n1Cc1ccccc1)CC(C)(C)OC3	-5.5%
16	O=C(c1cn(-c2ccccc2)nn1)N1CCCCCC1c1ccco1 (configuration not stated)	i
17	CN(C)c1ncc2c(n1)C(C)(C(=O)Nc1ccccc1)CCC2 (configuration not stated)	1.6%[44.1 µM]
18	COc1cccc(CC(=O)Nc2ccc3c(c2)CN(Cc2cccc(OC)c2)C(=O)C(C)O3)c1 (configuration not stated)	-14.5%
19	CCOc1ccc(NC(=O)N(C)CCc2c(C)nn(C)c2C)cc1	55.7%[activator]
20	COc1ccc([C@H]2C[C@@H](O)[C@@H](O)[C@@H]2NC(=O)C(C)C)cc1	34.7%[activator][44.1 µM]
21	Cc1c2cnn(-c3ccccc3)c(=O)c2c(C)n1C(C)C(=O)Nc1ccc(Br)cc1F (configuration not stated)	22.9%
22	COc1ccc(C(C)NC(=O)COc2ccc(NC(=O)C3CC3)cn2)cc1 (configuration not stated)	i
23	CS(=O)(=O)N1C[C@H]2CCN(C(=O)Cc3c[nH]c4ccccc34)C[C@H]21	17.5%
24	CCc1cc(C(=O)Nc2sc(C)c(CC)c2C#N)no1	8.7%
25	COCCn1ncc(N2CCC(C(=O)NCC(C)C)C2)cc1=O (configuration not stated)	i
26	Cc1nn(-c2ccc(C(C)(C)C)cc2)c(C)c1[C@@H]1C=C[C@@H](NC(=O)CC2(CC(=O)O)CCCC2)C1	4.1%
27	Cc1ccc(NC(=O)CC2CCOCC2)cc1C	8.3%
28	O=C(C1CC=CC1)N1CCN(C(=O)N2CC3CC(C2)[C@H]2CCCC(=O)N2C3)CC1 (some centres not stated)	-7.0%
29	Cc1ccc(C2=NC3(CCN(C(=O)Cc4ccc(F)cc4)CC3)ON2)cc1	-12.9%
30	COc1ccc(C(=O)Nc2nc3nc(C)c(Cc4ccccc4)c(=O)n3[nH]2)cc1OC	23.1%
31	COC(=O)c1c(-c2ccc(Cl)cc2)noc1N1CCN(c2ccc(C(C)=O)cc2)CC1	2.1%
32	Cc1ccc2c(C(=O)N3CCN(CC(C)C)CC3)cc(NC(=O)C3CCC3)cc2n1	?
33	Cc1cccc(CNC(=O)c2ccc3nc(-c4ccccc4)c(-c4ccccc4)nc3c2)c1	-11.9%
34	Cc1ccc(-n2nc(CO)c(C(=O)NCCCCc3ccccc3)n2)cc1	2.8%
35	O=C1CCN(S(=O)(=O)c2ccc3c(c2)OCCO3)CCCC(CO)CCN1 (configuration not stated)	-1.1%
36	CC(C)(C)c1cc(CC2(NCc3ccc(OC(F)(F)F)cc3)COC2)no1	?
37	Cn1nnnc1C1CCCN(C(=O)c2ccccc2F)C1 (configuration not stated)	11.3%
38	c1cc(-c2nc(C3CCNC3)no2)ccn1 (configuration not stated)	i[5.79 µM]
39	Cc1cn2c(=O)c(S(=O)(=O)Nc3ccc(F)cc3F)c(C)nc2s1	3.3%
40	COc1ccc(-c2c(C)c3ccc(O)c(CN4CCC(C)CC4)c3oc2=O)cc1OC	10µM*
41	CC(C)CCCC1CN(C(=O)CN2CCCC2=O)CCO1 (configuration not stated)	-4.2%
42	CCn1ccc2oc(C)c(C(=O)NCc3ccccc3C)c2c1=O	-9.1%
43	CCOC(=O)c1ccc(NC(=O)Nc2cc3c(cc2N2CCCC2)n(C)c(=O)n3C)cc1	i
44	Cc1ccc(NC(=O)CCS(=O)(=O)c2cccc3nsnc23)c(C)c1	6.9%
45	COc1ccccc1C(=O)N1CCC(CCOc2ccc(C)cc2)C1 (configuration not stated)	-8.5%
46	COCCNC(=O)Cn1c(=O)c2cccn2c2ccc(F)cc21	13.7%
47	COc1cc(F)ccc1-c1cc(-c2c(C)noc2C)cc2c1C(=O)N(C)C2	i
48	Cc1cccc(-c2nc(C)c(CCNC(=O)C(=O)Nc3cccc(Cl)c3C)s2)c1	18.8%

3 entries from above, with each value named:
47) COc1cc(F)ccc1-c1cc(-c2c(C)noc2C)cc2c1C(=O)N(C)C2
  Pf Dd2 inh: i
44) Cc1ccc(NC(=O)CCS(=O)(=O)c2cccc3nsnc23)c(C)c1
  Pf Dd2 inh: 6.9%
48) Cc1cccc(-c2nc(C)c(CCNC(=O)C(=O)Nc3cccc(Cl)c3C)s2)c1
  Pf Dd2 inh: 18.8%

Additional compounds
no.	structure	Pf Dd2 inh
49	CC(=O)N1CC2(CCN(Cc3ccc(Cl)cc3)CC2)Cc2ccccc21	-21.1%
50	COc1ccc(-c2nc(C)c(CCNC(=O)C(=O)Nc3cccc(F)c3)s2)cc1OC	i
51	COc1cc(NC(=O)c2cc3n(n2)CC(c2ccc(Br)cc2)OC3)cc(OC)c1OC (configuration not stated)	i
52	COc1cccc(Nc2cc3c(cn2)CN(C)CCN3C)c1	?
53	CCN(CC)C(=O)CC[C@@H]1CNC(=O)[C@@H]2C[C@H](NCc3ccc(F)cc3)CN12	16.3%[44.1 µM]
54	CSCCC(=O)N1CCC2(CCCN(Cc3cccnc3)C2=O)C1 (configuration not stated)	14.1%
55	COc1ccc(C(=O)NCC2CCOC2)cc1OC1CCN(C(C)C)CC1 (configuration not stated)	-14.5%
56	COc1ccc(NC(=O)Cn2ccn3nc(-c4ccc(F)cc4)c(CO)c3c2=O)c(OC)c1	i

Numbers 51–53, reprinted for reference:
no.	structure	Pf Dd2 inh
51	COc1cc(NC(=O)c2cc3n(n2)CC(c2ccc(Br)cc2)OC3)cc(OC)c1OC (configuration not stated)	i
52	COc1cccc(Nc2cc3c(cn2)CN(C)CCN3C)c1	?
53	CCN(CC)C(=O)CC[C@@H]1CNC(=O)[C@@H]2C[C@H](NCc3ccc(F)cc3)CN12	16.3%[44.1 µM]

Following part.
no.	structure	Pf Dd2 inh
57	O=C(Nc1cccc(-n2cccn2)c1)C1CCCN1S(=O)(=O)c1cccs1 (configuration not stated)	-23.8%
58	Cc1oc(-c2ccc(Cl)cc2)nc1Cn1c(=O)cc(C)c2c(C)nn(-c3ccccc3)c21	34.8%[activator]
59	CCc1ccc(-c2nc(C3CC(=O)N(c4ccc(Cl)cc4)C3)no2)cc1 (configuration not stated)	3.3%
60	N#Cc1ccccc1CN1CC[C@@H]2C(=O)NCCCCCCN(Cc3ccncc3)[C@@H]2C1	-47.2%
61	COc1cccc(CC(=O)NC2CCN(c3cn[nH]c(=O)c3)CC2)c1	-10.4%
62	CCOc1ccccc1NC(=O)CSc1ncc(S(=O)(=O)c2ccc(C(C)(C)C)cc2)c(=O)[nH]1	-29.1%
63	COc1ccccc1CNC(=O)C(=O)NCC(c1cccnc1)N1CCN(c2ccc(F)cc2)CC1 (configuration not stated)	?
64	CC(=O)c1ccc(NC(=O)CN2C(=O)NC3(CCCCC3)C2=O)cc1	10.6%
65	CCCN1C(=O)Cc2ccccc2C1C(=O)O (configuration not stated)	i
66	Cc1cn(C)c(CC(=O)N2CCN(c3ccc(F)cc3)CC2)c1C(=O)O	18.3%
67	O=C(Nc1ccc(Br)cc1C(=O)c1ccccc1Cl)c1ccccc1F	i
68	COc1ccccc1NC(=O)C1=C(C)Nc2ncnn2C1c1cccn1C (configuration not stated)	17.8%
69	COc1cc(NC(=O)c2nnn(Cc3ccc(F)cc3)c2N)cc(OC)c1	?
70	COCc1nc(C2CCN(C(=O)COc3ccc(F)cc3)C2)no1 (configuration not stated)	-14.8%
71	Cn1ccc2c(C(=O)NCCc3cnc[nH]3)nc(-c3cccc(C(F)(F)F)c3)cc21	-14.9%[44.1 µM]
72	COc1cccc(CNC(=O)Cn2cccc2C(=O)c2ccccc2)c1	12.6%
73	COc1cccc(CC(=O)N2CCCCCCNC(=O)[C@H]3CCCC[C@H]32)c1	-11.4%
74	COc1cc(C2c3c(oc4ccc(C)cc4c3=O)C(=O)N2Cc2ccc(F)cc2)ccc1O (configuration not stated)	-4.6%
75	CC(Nc1ccc(-c2nc(CCCc3ccccc3)no2)cn1)c1cnn(C)c1 (configuration not stated)	i
76	CCNC(=O)[C@@H]1C[C@H](n2cc(CN(C)C(=O)NC3CCCCC3)nn2)CN1	-4.8%
77	CC(C)NC(=O)c1nc(-c2ccc(F)cc2)c2ccccn12	?
78	CCNC(=O)N1CCOc2ccc(CCC(=O)NC3CCS(=O)(=O)C3)cc2C1 (configuration not stated)	-3.6%
79	COc1ccc(CN2CCC(C3CCN(S(C)(=O)=O)CC3)C2)cc1OC (configuration not stated)	i
80	O=C(c1ccco1)N1CCc2nn(Cc3ccccc3)c(=O)n2CC1	i
81	CCOc1ccc(C(=O)Nc2ccc3ncnc(N4CCCCC4)c3c2)cc1	i
82	CC(=O)Nc1ccc2nc(-c3cc(C)ccc3C)[nH]c2c1	?
83	O=C(NC1CCCc2c1[nH]c1ccc(Cl)cc21)c1ccco1 (configuration not stated)	-0.2%
84	COc1ccc(-c2ccc3nc(-c4ccc(Cl)cc4)oc3c2)c(OC)c1OC	-7.9%
85	O=C(O)c1cn(Cc2cccc(C(F)(F)F)c2)nn1	-6.4%
86	CNC(=O)[C@H]1C[C@H](Oc2ccccc2)CN1C(=O)CCc1ccccc1	-20.8%
87	CCc1nn(CC(=O)N2CCN(c3ccc(Cl)cc3)CC2)c(=O)c2cc3occc3n12	36.6%[activator]
88	O=C1CC(NCc2cc(F)ccc2-n2cccn2)CN1Cc1cccc(F)c1 (configuration not stated)	-27.1%
89	Cn1nc(C(=O)N2CCCC(CNC(=O)c3ccc(-c4ccccc4)cc3)C2)ccc1=O (configuration not stated)	-14.5%
90	CN(C)c1ccc(CN2CCn3c(nnc3-c3ccc(Cl)cc3)C2)cc1	-20.3%
91	CC(=O)OCc1cnc(C)c2oc(=O)c(C(=O)Nc3cc(F)ccc3C)cc12	41.6%[activator]
92	CCOc1ccccc1CN1CCCN(S(=O)(=O)c2ccccc2)CCC(=O)NCC1	?
93	COc1ccc(C(=O)Nc2ccc3n(c2=O)C[C@H]2C[C@@H]3CN(C(=O)CCCC(=O)O)C2)cc1	-13.7%
94	Cc1ccc(C2Cn3nnc(C(=O)N4CCN(C(=O)c5ccccc5F)CC4)c3CO2)cc1 (configuration not stated)	i
95	Cc1ncc(CO)c2c1Oc1nc(-c3ccccc3F)nc(SCC(=O)N3CCCCC3)c1C2	-8.5%
96	CN(C)c1ccc(C(=O)Nc2c(C(=O)NC(C)(C)C)oc3ccccc23)cc1	?
97	Cc1cnc(-c2cccnc2)n1CC1CCN(C(=O)Cc2ccccc2)CC1	-15.8%
98	COCC(=O)N[C@H]1CC[C@]2(C)CC[C@@H]([C@H](C)C(=O)NCc3ccccn3)[C@H](O)[C@H]2[C@@H]1C	-0.2%[44.1 µM]
99	Cc1ccc2nc(NC(=O)c3cccn(Cc4ccccc4F)c3=O)sc2c1	23.6%
100	Cc1cccc(CN2CCCOCCNC(=O)[C@@H]3CCCC[C@@H]32)c1	i
101	O=C(Nc1ccc(Br)c(F)c1)c1cnc(-c2ccccc2)nc1-c1ccncc1	-15.4%
102	Cn1c2c(c3cc(F)ccc31)CN(C(=O)Nc1ccc(Cl)cc1)CC2	-16.7%
103	CCOC(=O)C1CCN(C(=O)c2coc(COc3cccc(F)c3)n2)CC1	-7.1%
104	COC1CN(c2cccc(F)c2)C12CCN(C1CCOCC1)CC2 (configuration not stated)	?
105	COc1ccccc1-c1nnc(C2CCN(C(=O)c3cccc(Cl)c3)CC2)o1	?
106	COc1ccccc1C1CCN(Cc2cn(-c3ccccc3)nn2)CC1	?
107	COc1ccccc1-c1cc(-c2ccccc2OC)c2onc(C)c2n1	-13.4%[44.1 µM]
108	CC1=C(C(=O)NCc2ccc(Cl)cc2)C2(CCC(C)CC2)OC1=O (configuration not stated)	0.5%
109	O=C(C[C@@H]1CCNC[C@@H]1Cc1cc(-c2ccccc2)on1)NCc1cccnc1	-2.3%[44.1 µM]
110	Cc1ccc(S(=O)(=O)N2CCC(C(=O)Nc3cc(C)ccc3C)CC2)cc1	-2.5%

These rows are one share of the data, so the mix of outcomes need not match the whole.
